Screens (PubChem)
Chronic BCR inh – inhibitors of chronic active B-cell receptor signaling; ABC-DLBCL IkBa-CBG/CBR reporter, luminescence ratio, 4 h; Potency, µM (top dose mostly 46.1 µM), for the others: at the top dose ratio change, negative = lower green/red ratio, hits mostly inhibitors; actives 0.05% (n = 340,000); active means well fitted inhibition curve with a large enough effect in the signal ratio, with a control signal flat, not every such curve was filed as active; inconclusive means small, poorly fitted or top-dose-only effect, or effect the other way, or a change in a side signal; the % refers to the signal ratio;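 further: potency means the concentration at half of the fitted maximal effect; plate controls were basal doxycycline-induced cells for no effect and cells given 10 µM MG132 for full effect; MG132 reads +100%, hits lower the ratio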
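TMD8 ABC-DLBCL cells carrying doxycycline-inducible green luciferase fused to IkappaBalpha plus unfused red luciferase were exposed to compounds (up to 46 uM) for 4 hrs at 37C. Activity came from the overlap-corrected green/red luminescence ratio.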
PTAP TSG101 blk – blocks PTAP/TSG101 interaction to inhibit HIV-1 budding | 340,000 tested, under 10 active | Fluorescence polarization, FITC-PTAP peptide / Tsg101 binding | Potency, µM (titrated, usually from 115 µM), inactives show top-dose activity change, negative = inhibition, usual class: inhibitors; active means well fitted inhibition curve with a large enough effect in the main read-out, with a control signal flat, not every such curve was filed as active; inconclusive means small, poorly fitted or top-dose-only effect, or effect the other way, or a change in a side signal; inactive means no such curve, though single readings can be large or run the other way; further: potency means the concentration at half of the fitted maximal effect; % of control where 0% means no effect
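Fluorescence polarization binding of Tsg101 binding domain (10 uM final) to FITC-labeled PTAP peptide (50 nM final) in HEPES pH 7.5 buffer with NaCl, Tween 20, EDTA, TCEP. Compounds added before peptide; binding 20 min at RT.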
TSHR antagonist – blocks TSH signaling through the human TSH receptor; TSHR-expressing cells, TSH-stimulated cAMP HTRF, 2 h; stronger effect = lower value; P16473; activity change, negative = inhibition, % at 11.5 µM; AID 504810; actives 0.2% (n = 330,000);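 active means activity change below a set negative limit, meaning inhibition stronger than a set level, cut at about -70% in these data; inconclusive means activity change between two set negative limits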; further: on the % scale 0 is the no-effect control and ±100 the full control effect
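Cell-based HTRF cAMP assay; TSHR cells + compound, TSH EC80 (4nM final), 2 h, 37 deg C. Lysis with anti-cAMP cryptate and cAMP-d2, 30 min RT, read 665/620 nm.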
TCR act – T cell receptor activation; AID 504894; 330,000 tested, under 10 active; Potency, µM (titrated, usually from 9.22 µM), without a hit: top-dose activation of IL-2 secretion, usual class: activators; primary human leukocytes, anti-CD3, IL-2 HTRF, 48 h; further: % of control where 0% means no effect
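Using a-CD3 beads without co-stimulation, primary human leukocytes were exposed to compounds for 48 hr. An HTRF IL-2 kit measured the cytokine, with europium-to-d2 energy transfer producing emission at 665nm upon 320nm excitation.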
uPA surface inh – blocks generation of uPA at the cell surface. cell surface uPA generation assay, qHTS. Potency, µM (doses to about 38.3 µM), for the others: at the top dose activity change, negative = inhibition, actives largely listed as inhibitors. actives 0.31% (n = 330,000). AID 540303; active means well fitted inhibition curve with a large enough effect; inconclusive means small, poorly fitted or top-dose-only effect; inactive means no such curve, though single readings can be large or run the other way; tested in mouse RAW 264.7 cells; further: potency means the concentration at half of the fitted maximal effect; on the % scale 0 is the no-effect control and ±100 the full control effect; nearly all actives have a fitted effect of over 55% in size
USP2a block – inhibitors of human ubiquitin-specific protease USP2a | O75604 | USP2 core, Ub-CHOP2 coupled fluorogenic reporter, 485/531 | Potency, µM (top dose mostly 38.3 µM), for inactives: top-dose activity change, negative = inhibition, usual class: inhibitors | actives 0.01% (n = 330,000) | AID 463254;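 further: potency means the concentration at half of the fitted maximal effect; plate controls were DMSO wells for no effect and full inhibition by NEM control for full effect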
Target sequence (O75604 whole entry, looked up): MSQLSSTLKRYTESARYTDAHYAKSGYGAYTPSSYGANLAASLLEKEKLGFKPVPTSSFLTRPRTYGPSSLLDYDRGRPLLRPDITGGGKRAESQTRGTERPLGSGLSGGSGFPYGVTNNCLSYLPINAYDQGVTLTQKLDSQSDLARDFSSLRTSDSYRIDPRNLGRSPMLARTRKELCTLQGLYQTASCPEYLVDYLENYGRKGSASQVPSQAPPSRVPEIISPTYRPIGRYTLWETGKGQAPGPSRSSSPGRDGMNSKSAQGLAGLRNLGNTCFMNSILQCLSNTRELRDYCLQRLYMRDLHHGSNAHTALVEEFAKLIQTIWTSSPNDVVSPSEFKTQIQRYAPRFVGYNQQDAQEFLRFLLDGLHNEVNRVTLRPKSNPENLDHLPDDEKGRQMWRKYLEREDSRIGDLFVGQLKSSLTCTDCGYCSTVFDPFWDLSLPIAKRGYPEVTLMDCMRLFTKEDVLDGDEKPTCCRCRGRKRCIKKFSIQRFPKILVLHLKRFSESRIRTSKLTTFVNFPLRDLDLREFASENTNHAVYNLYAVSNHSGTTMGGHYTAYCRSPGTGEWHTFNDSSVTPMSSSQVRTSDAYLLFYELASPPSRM
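Cell-free coupled assay: 10nM USP2 core preincubated 30min RT with compound in Tris-HCl pH 8.0/CaCl2/CHAPS buffer, then 25nM Ub-CHOP2 and 25nM reporter substrate; fluorescence (Ex 485/Em 531) read after 60min RT, normalized to NEM inhibition, concentration-response curves fitted.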
Tb PFK block – inhibitors of T. brucei phosphofructokinase; O15648; T. brucei PFK, ADP-Glo luminescence; Potency, µM (titrated, usually from 57.5 µM), inactives show at the top dose activity, negative = inhibition, hits mostly inhibitors; actives 0.17% (n = 330,000);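 further: potency means the concentration at half of the fitted maximal effect; 0% = uninhibited 1x PFK enzyme wells and -100% = no-enzyme wells; nearly all actives have a fitted effect of over 60% in size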
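In TEA buffer at pH 8.0 with 5 mM MgCl2, enzyme (1.25 nM) converted F6P (0.5 mM) and ATP (0.1 mM) for 45 min at room temperature. ADP product was read by luciferase luminescence.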
ELG1 repair inh – ELG1-dependent DNA repair inhibition | HEK293T ELG1-luciferase reporter, luminescence, 16 h; DNA damage induced by 5-fluorouridine | Potency, µM (top dose mostly 46.1 µM), for the others: at the highest dose activity change, negative = inhibition, usual class: inhibitors | actives 2.3% (n = 330,000); further: potency means the concentration at half of the fitted maximal effect; on the % scale 0 is the no-effect control and ±100 the full control effect; nearly all actives have a fitted effect of over 55% in size
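Reporter activity after DNA damage by 5-fluorouridine is monitored. Compound-treated cells incubate 16 hr at 37 °C, then ONE-Glo is added for 30 min before luminescence reading.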
Eya2 inh – blocks the phosphatase activity of human Eya2; O00167; recombinant Eya2, OMFP fluorescence dephosphorylation (OMFP is methylfluorescein phosphate); Potency, µM (series often up to 76.9 µM), without a hit: at the highest dose activity, negative = inhibition, actives largely listed as inhibitors; actives 0.006% (n = 330,000); AID 488837; further: potency means the concentration at half of the fitted maximal effect; on the % scale 0 is the no-effect control and ±100 the full control effect
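Eya2 (0.2 uM) preincubated 10 min at ambient with compound, then OMFP substrate added at 50 uM; 10 min reaction in 50 mM HEPES pH 7.5, 50 mM NaCl, 5 uM MgCl2, 0.05% BSA, 1 mM DTT. Fluorescence read at Ex 485/Em 525 nm.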
B2AR arrestin – agonists driving beta-arrestin recruitment to human beta2-adrenergic receptor. P07550. beta-arrestin recruitment to beta2AR, cell-based reporter. Potency, µM (series often up to 46.1 µM), for inactives: at the highest dose activation, hits mostly activators. actives 0.02% (n = 330,000). AID 492947;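 further: potency means the concentration at half of the fitted maximal effect; 0% = DMSO controls and full agonism = EC100 isoproterenol or metaproterenol; nearly all actives have a fitted effect of over 65% in size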
Target sequence (P07550 whole entry, looked up): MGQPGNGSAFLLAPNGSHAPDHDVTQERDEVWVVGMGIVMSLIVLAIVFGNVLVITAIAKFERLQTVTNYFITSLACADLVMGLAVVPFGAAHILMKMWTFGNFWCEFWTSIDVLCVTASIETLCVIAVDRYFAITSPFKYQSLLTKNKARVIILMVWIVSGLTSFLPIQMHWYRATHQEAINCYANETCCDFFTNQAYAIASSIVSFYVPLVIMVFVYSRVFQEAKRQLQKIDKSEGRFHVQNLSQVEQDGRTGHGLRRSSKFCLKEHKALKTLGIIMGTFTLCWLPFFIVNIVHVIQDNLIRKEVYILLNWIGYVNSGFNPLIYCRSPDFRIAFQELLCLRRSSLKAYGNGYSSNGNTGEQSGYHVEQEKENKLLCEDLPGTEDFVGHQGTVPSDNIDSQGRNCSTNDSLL
Mito fusion yeast – blocks mitochondrial division or promotes mitochondrial fusion; actives 0.23% (n = 320,000); S. cerevisiae fusion-defective mutant growth rescue, CellTiterGlo 48 h; Potency, µM (top dose mostly 46.1 µM), without a hit: at the top dose growth rescue (activation), most hits filed as activators;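 further: potency means the concentration at half of the fitted maximal effect; % of control where 0% means no effect; nearly all actives have a fitted effect of over 45% in size; temperature-sensitive fusion mutants such as fzo1-1 at 37 °C on non-fermentable ethanol glycerol medium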
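Compounds are tested for their ability to restore growth of mitochondrial fusion-defective yeast strains at non-permissive 37C in YPEG medium over 48 hours. Viability is quantified by luciferase luminescence.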
Active calls of the source: *; ? = inconclusive; / = no result given; [ ] = another dose, or the depositor's remark. Unless noted, the call rests on the fitted dose curve; in most records, active means well fitted curve in the direction sought with a large enough effect; inconclusive means small, poorly fitted or top-dose-only effect, or another doubt; inactive means no such curve, though single readings can be large; an effect the other way counts as inactive or inconclusive.

SMILES	Chronic BCR inh	PTAP TSG101 blk	TSHR antagonist	TCR act	uPA surface inh	USP2a block	Tb PFK block	ELG1 repair inh	Eya2 inh	B2AR arrestin	Mito fusion yeast
c1ccc2c(CSCCc3ccncc3)cccc2c1	?	-3.9%	-36.3	4.2%	0.5%	-2.1%	-0.7%	-0.7%	-1.0%	0.5%	2.5%
CC(C)CCN1CCN(CC(c2ccccc2)c2ccccc2)CC1CCO (stereo unspecified)	?	0.7%	7.7	-6.1%	-2.6%	-0.8%	1.7%	4.1%	0.1%	-0.5%	-6.2%
CC1(C)N=C(N)N=C(N)N1c1cccc(C(=O)O)c1	2.1%	-4.5%	-1.9	-2.7%	2.1%	1.5%	0.6%	?	5.5%	-0.1%	0.2%
CCC1CSC(Nc2ccc(C(=O)/C=C/c3ccc(Oc4ccccc4)cc3)cc2)=N1 (stereo unspecified)	0.0%	0.3%	-11.1	-1.9%[46.1 µM]	-11.0%	0.4%	-2.1%	-10.1%	1.2%	-1.2%	8.4%
CC1CCC2(CC1)NC(=O)N(Cc1nnc(-c3cccs3)o1)C2=O (stereo unspecified)	-4.6%	1.9%	1.5	-4.3%	-1.6%	-1.0%	-3.6%	-2.4%	8.8%	0.2%	-2.8%
CCCCC(NC(=O)COc1cc2c(c3oc(=O)cc(C)c13)CCC(C)(C)O2)C(=O)O (stereo unspecified)	-1.4%	-7.3%	-5.6	-2.8%	3.2%	-0.7%	-0.8%	-4.5%	-0.2%	0.3%	16.1%
CC1CN=C(N(C(=S)Nc2ccccc2)c2cccc(C(F)(F)F)c2)S1 (stereo unspecified)	?	-3.8%	4.9	6.5%	-6.3%	-1.1%	-5.6%	-16.1%	-2.1%	-0.3%	-0.1%
CN(CCC(=O)Nc1ccc2c(c1)OCO2)Cc1ccccc1	0.9%	-4.6%	6.1	-5.8%	-19.7%	-1.2%	-1.5%	-0.9%	2.7%	-0.1%	-1.0%
CC(C)c1ccc(NC2CCCN(C(=O)c3cccc4nccnc34)C2)cc1 (stereo unspecified)	4.4%	-2.0%	0.6	-4.2%	-1.9%	0.1%	11.3%	1.7%	1.9%	-0.2%	15.6%
CN(C)CCCN=c1cc(-c2ccccc2)oc2ccc(Cl)cc12	?	-1.7%	-9.8	-1.8%	-25.2%	3.6%	-4.2%	?	-1.0%	-0.5%	-3.8%
CCCc1cc(C(=O)Nc2nnc(C)s2)cs1	1.2%	-6.9%	-4.2	/	/	-0.6%	-0.1%	?	6.8%	-0.3%	-7.9%
COc1ccc(CNC(=O)C2CCCN(S(=O)(=O)c3ccc4c(c3)C(C)(C)C(=O)N4C)C2)cc1 (stereo unspecified)	0.0%	-6.1%	-3.8	2.2%	-5.6%	0.9%	-1.5%	-18.3%	4.0%	-0.9%	-1.3%
CCOCCn1ccc2c(OCC(=O)Nc3ccccc3F)cccc2c1=O	?	-2.0%	-8.1	3.9%	3.2%	2.1%	-0.9%	?	34.7%	0.0%	-0.8%
CN(Cc1c(F)cccc1Cl)c1nnnn1-c1ccccc1	8.4%	-5.9%	?	-4.9%	-2.8%	-0.2%	-0.3%	-4.9%	8.4%	-0.2%	-2.7%
COc1ccc(/C=N\NC(=O)c2ccc(Cn3cc(Br)c([N+](=O)[O-])n3)o2)c(OC)c1C	-10.3%	-1.7%	3.4	0.4%	14.9%	-1.0%	-0.5%	?	3.6%	0.4%	-8.4%
CCCCc1nnc(NC(=O)CSc2nc(O)c(Cc3ccccc3)c(=O)[nH]2)s1	1.1%	-3.4%	4.5	-6.4%	0.8%	2.7%	-5.5%	3.5%	18.5%	-0.2%	5.4%
Cc1ccc(CC2SC(N=C(N)N)=NC2=O)cc1 (stereo unspecified)	-0.7%	-2.0%	2.7	4.1%	-2.7%	0.4%	-3.6%	14.5%	-4.3%	-0.6%	3.1%
Cc1ccc(-c2noc(CCCC(=O)NC3CCCCC3)n2)cc1	?	1.5%	-6.2	-1.3%	/	-4.1%	-20.2%	?	8.2%	0.2%	?
CCN1C(=O)CC(N2CCN(CC(=O)NC(C)C)CC2)C1=O (stereo unspecified)	-0.5%	-9.0%	24.4	-1.5%	/	2.3%	-0.1%	?	-0.2%	0.0%	-4.1%
CCCCNC(=S)N/N=C/c1ccc(C#N)cc1	-8.3%	-5.0%	13.6	-0.8%	-5.0%	-0.2%	2.3%	?	10.8%	2.7%	2.6%
Cc1cc(C)c2c(c1)cc(C)c1nnc(SCC(=O)Nc3ccccc3N3CCOCC3)n12	-12.9%	-1.1%	3.7	3.2%[46.1 µM]	0.2%	-2.4%	1.5%	?	-12.4%	-0.7%	22.7%
Cc1nccn1CC(O)COc1ccc(Cl)cc1Cl (stereo unspecified)	3.2%	-1.2%	-12.6	2.5%	-2.3%	0.5%	-1.7%	-3.2%	1.0%	-4.3%	-3.5%
CCOC(=O)N1CCN(C(=O)c2ccc3c(c2)N(Cc2ccc(F)cc2)CCS3)CC1	?	-3.0%	-14.9	-2.3%	?	-0.9%	-2.0%	-22.3%	-13.6%	-0.3%	7.4%
COc1ccc(NC(=O)CSc2nnc(Cc3cccs3)n2C)cc1	6.1%	-1.2%	13.1	-5.9%	-4.1%	-0.3%	0.4%	9.3%	13.0%	-0.3%	-7.0%
CCc1nc(N)c(C#N)c(-c2cccnc2)c1C	4.0%	-5.3%	1.2	6.9%	-0.9%	1.4%	-1.9%	6.2%	-3.3%	-0.1%	-1.9%
Additional entries.
SMILES	Chronic BCR inh	PTAP TSG101 blk	TSHR antagonist	TCR act	uPA surface inh	USP2a block	Tb PFK block	ELG1 repair inh	Eya2 inh	B2AR arrestin	Mito fusion yeast
CCOC(=O)C1(Cc2ccccc2C)CCCN(C(=O)c2sccc2C)C1 (stereo unspecified)	0.0%	1.7%	2.1	-4.0%	10.1%	-2.1%	0.7%	11.2%	-14.5%	0.1%	-0.3%
COC(=O)c1cn(C(=O)c2ccccc2)c2ccccc12	-0.6%	-1.5%	4.8	-5.5%	-4.8%	-1.4%	-1.7%	-3.7%	-0.1%	-0.2%	7.6%
Cc1ccc(SCCN2CCN(C)CC2)cc1	3.4%	-0.5%	-9.1	-1.6%	4.3%	1.3%	0.1%	14.9%	4.0%	-0.8%	-0.3%
COCCCN(C(=O)c1ccco1)c1nc(-c2cc(OC)ccc2OC)cs1	?	0.5%	0.0	3.4%	/	2.3%	-0.3%	?	-1.5%	-0.7%	4.6%
CCC1CCCCN1CCCNC(=O)c1ccc2nc(N3CCC(C)CC3)sc2c1 (stereo unspecified)	?	-2.9%	-4.3	-1.3%	?	-1.9%	0.8%	?	-0.9%	-0.4%	0.7%
CC(C)CC1NC(=O)c2ccc(Cl)cc2-n2c1nc1ccc(F)cc1c2=O (stereo unspecified)	-1.4%	/	-6.1	/	/	-0.7%	7.1%	9.4%	2.9%	-0.1%	/
O=C(/C(C=Nc1cccc(C(F)(F)F)c1)=C(/O)c1ccco1)C(F)(F)F	?	-5.0%	44.5	-2.7%	1.3%	4.7%	1.1%	?	-1.5%	-0.5%	-5.4%
O=C(OCc1ccc(Cl)cc1)c1ccccc1C(=O)c1ccccc1	19.7%	-7.4%	-15.1	1.1%	-2.5%	-5.2%	-3.1%	0.0%	-5.6%	-0.5%	-4.3%
CCCCN1C(=O)/C(=C2/Sc3ccccc3N2C)S/C1=N\c1ncn[nH]1	?	33.9%[activator]	15.5	-3.3%	19.9%	26.0%	6.0%	?	4.2%	0.3%	-40.2%[inhibitor]
CC(C)Cc1csc(NC(=O)c2ccccc2Cl)c1C(=O)O	?	0.3%	3.4	-3.1%[46.1 µM]	1.0%	-0.6%	-2.7%	?	10.3%	-0.8%	?
O=C(NCc1ccco1)c1cc([N+](=O)[O-])cc([N+](=O)[O-])c1	-0.5%	1.4%	5.5	-2.7%[46.1 µM]	-1.0%	1.2%	-1.0%	1.0%	0.5%	-2.5%	-24.3%
Oc1ccc(-c2cc(-c3ccc(O)cc3)nc(-c3ccccc3)n2)cc1	-19.6%	-4.4%	5.3	-4.9%	-1.3%	3.9%	1.0%	0.0%	?	-0.1%	10.9%
